XIAP antagonists – XIAP antagonists, biochemical, IAP family, fluorescence polarization (AID 1018) | E3 ubiquitin-protein ligase XIAP (Homo sapiens) | XIAP BIR domain, fluorescence polarization peptide displacement; higher % means a stronger effect | displacement, % at 20 µM; hits with a dose series show IC50 in µM | 200,000 compounds, 0.007% hits; in the data active = displacement above about 50%; also: a part of the inactive calls stands beside numbers as strong as those of hits
SV40 large T antigen – SV40 large T antigen inhibitors, biochemical (AID 1903); SV40 large T antigen ATPase/helicase inhibition assay; higher % means a stronger effect; inhibition, % at 20 µM; hits with a dose series show IC50 in µM; 310,000 compounds, 0.39% hits; in the data active = a potency from the dose series; inconclusive = inhibition mostly from about 32% at the one dose, without a potency; inactive = the rest, 99 in 100 with inhibition below about 32%; also: strong numbers were not always called active
AID2073 – inhibitors of Mint1-CaV2.2 protein interaction, biochemical, HTRF (AID 2073). HTRF protein-protein interaction, Mint1-CaV2.2; higher % means a stronger effect. one-dose inhibition, % at 20 µM; IC50 in µM for titrated hits. 290,000 compounds, 0.19% hits; in the data active = inhibition mostly above about 51%, no sharp cut-off; inconclusive = no clear call, values can overlap the other calls; inactive = mostly below about 53%; also: some results filed as inactive read as strong as hits
SIAH1 antagonists – Siah-1 peptide-binding antagonists, primary screen, biochemical, fluorescence polarization, rhodamine-plectin, uHTS (AID 1817); E3 ubiquitin-protein ligase SIAH1 (Homo sapiens); Siah-1 / rhodamine-plectin peptide fluorescence polarization; higher % means a stronger effect; one-dose displacement, % at 20 µM; IC50 in µM for titrated hits; 290,000 compounds, 0.02% hits;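 active = displacement of at least 50% at 20 µM, with a fluorescence ratio check between 0.3 and a set limit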;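 also: plate controls were Siah plus tracer with DMSO for no effect and tracer alone without Siah for full effect; strong numbers were not always called active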
Rac1 GTP hydrolysis – MgcRacGAP GTPase-activating activity inhibitors, confirmation, biochemical, ADP Hunter fluorescence; inhibition, % at 30 µM; hits with a dose series show IC50 in µM; Rac GTPase-activating protein 1 (Homo sapiens); 340,000 compounds, 0.6% hits; MgcRacGAP-stimulated Rac1 GTP hydrolysis, ADP Hunter fluorescence; higher % means a stronger effect; GST-tagged Rac1 F28L mutant substrate;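 active = first-screen hits whose inhibition reached a set limit at any dose in the follow-up dose series; inconclusive = inhibition above the set first-screen limit but never retested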;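 also: fluorescence reports GDP produced by GAP-driven GTP hydrolysis; strong numbers were not always called active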
LYP inhibition – inhibitors of LYP phosphatase, biochemical, fluorescence intensity, uHTS (AID 1779) | Tyrosine-protein phosphatase non-receptor type 22 (Homo sapiens) | recombinant LYP phosphatase, fluorescence intensity; higher % means a stronger effect | one-dose inhibition, % at 11.5 µM; IC50 in µM for titrated hits | 290,000 compounds, 0.054% hits; in the data active = inhibition above about 50%;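 also: plate controls were vehicle with enzyme for no effect and no enzyme for full effect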
NS5 inhibitors – Dengue-2 NS5 methyltransferase inhibitors, primary screen, biochemical, confirmation dose response (AID 588689). Genome polyprotein (Dengue virus type 2 (strain 16681-PDK53)). 340,000 compounds, 0.3% hits. Dengue-2 NS5 methyltransferase capping enzyme assay, biochemical; higher % means a stronger effect. inhibition, % at 25 µM, or IC50 in µM where a hit was titrated; in the data active = a potency from the dose series; inconclusive = inhibition above about 29% without an active follow-up result
HIV peptide binding – inhibitors of HIV fusion peptide binding, primary screen, biochemical, uHTS, fluorescence dequenching (AID 1986); cell-free peptide binding, fluorescence dequenching, 30 min; higher % means a stronger effect; one-dose inhibition, % at 20 µM; IC50 in µM for titrated hits; 290,000 compounds, 0.3% hits; in the data active = inhibition mostly above about 52%, no sharp cut-off; inactive = mostly below about 76%; also: some results filed as inactive read as strong as hits
RSV CPE inhibition – RSV antiviral activity via CPE protection, HEp-2 cells, primary 10 µM value included (AID 2391); HEp-2 cells, RSV-induced CPE inhibition; higher % means a stronger effect; 310,000 compounds, 0.13% hits; one-dose CPE inhibition, % at 10 µM; IC50 in µM for titrated hits; in the data active = a potency from the dose series; inconclusive = CPE inhibition mostly from about 23% at the one dose, without a potency; inactive = the rest, 99 in 100 with CPE inhibition below about 21%; also: strong numbers were not always called active
NS5 inhibitors pilot replicate – second read-out of NS5 inhibitors, no call of its own (marks repeat the call); inhibition, %; measured here: pilot screen replicate inhibition
* = called active by the depositor; ? = inconclusive; · = not tested or not shown.

SMILES	XIAP antagonists	SV40 large T antigen	AID2073	SIAH1 antagonists	Rac1 GTP hydrolysis	LYP inhibition	NS5 inhibitors	HIV peptide binding	RSV CPE inhibition	others
Cc1cc(Cl)ccc1C(=O)C1CCCN(C(=O)CN2CCOC2=O)C1 (configuration not stated)	·	11%	-5%	-4%	0%	-9%	-3%	0.5%	1.4%
CCOC(=O)/C(C#N)=C/c1c(N2CCN(c3ccccc3)CC2)nc2c(C)cccn2c1=O	·	2%	14%	1%	·	0%	-1%	4.6%	9.4%
NS(=O)(=O)c1ccc(NC(=O)c2cc(-c3cc(Cl)ccc3O)n[nH]2)cc1	·	-1%	10%	-1%	9%	-5%	-7%	-2.5%	6.8%
NC(=O)CC(O)c1cccc(Cl)c1 (configuration not stated)	-1.3%	-7%	14%	-1%	8%	1%	-2%	-3.2%	2.1%
CCOC(=O)N1CCN(C(=O)C2CCCN(c3nc4ccc(OCC)cc4s3)C2)CC1 (configuration not stated)	-5.6%	0%	-1%	-5%	20%	-1%	1%	1.9%	1.2%
Cc1ccc(C2CC(=O)N3CN(c4ccc(Br)cc4)CSC3=C2C#N)o1 (configuration not stated)	-1.5%	?	9.6µM*	-4%	40%	-7%	27%	-0.1%	2.6%
O=C(CCOc1ccccc1)NCC(c1ccco1)N1CCCCC1 (configuration not stated)	-3.9%	1%	-2%	5%	11%	1%	-1%	1.9%	2.7%
CCOC(=O)n1c(=O)n(Cc2ccccc2)c2ccccc21	1.8%	12%	-2%	-2%	2%	-11%	-11%	-0.8%	1.1%
Cc1cccc([C@@H]2[C@@H]3C(=O)N(Cc4ccccc4)C(=O)[C@@H]3[C@]3(Cc4ccc(Cl)cc4)C(=O)N(c4cccc(Br)c4)C(=O)N23)c1	·	-3%	18%	-4%	-3%	-4%	7%	0.1%	4.9%
COc1ccccc1C(=O)Nc1ccnn1C1CCN(CCCC2CCCC2)CC1	·	·	11%	-8%	-15%	-3%	-4%	0.0%	-3.0%
CC(C)(C)OC(=O)N1CCOCCOCCNCCOCCOCC1	-0.5%	13%	2%	-2%	17%	-3%	4%	-3.1%	3.1%
COc1ccc(CNC(=O)C2CCCN(C(=O)Nc3ccccc3OC)C2)cc1 (configuration not stated)	·	2%	5%	1%	9%	-12%	-3%	-1.8%	0.9%
Cc1ccc(Cn2cccc2C2=NC(C)CO2)cc1 (configuration not stated)	-0.2%	11%	-1%	-2%	7%	-7%	2%	2.4%	2.3%
CCCC[C@@H]1CNCCN1CCc1cc(C(F)(F)F)cc(C(F)(F)F)c1	·	4%	·	·	1%	·	-5%	·	-3.2%
Cc1ccc(Cl)cc1N1CCN(C(=O)C2CCN(c3nnc(-n4cccc4)s3)CC2)CC1	-6.5%	28%	17%	3%	6%	4%	-1%	-3.9%	-0.3%
O=C(NCCN1CCCCC1)c1ccc(=O)oc1	-7.7%	2%	-1%	0%	9%	-3%	-2%	0.7%	-1.1%
COC(=O)c1ccc(NC(=S)NCCCn2ccnc2)cc1	-5.3%	-1%	18%	6%	2%	-2%	-5%	1.2%	-1.0%
CC(=O)Nc1ccc(Sc2ccccc2C(=O)O)cn1	·	8%	8%	-3%	8%	-4%	2%	-2.3%	0.8%
COc1ccc(CCNC(=O)Cc2cccs2)cc1	-21%	3%	-5%	6%	-3%	0%	-6%	2.8%	2.4%
CC(NC(=O)c1cncc(Br)c1)c1ccc(S(N)(=O)=O)cc1 (configuration not stated)	-4.1%	0%	-2%	2%	-2%	-5%	-6%	1.9%	1.0%

Fetched by compound from above, 2 records:
SMILES	XIAP antagonists	SV40 large T antigen	AID2073	SIAH1 antagonists	Rac1 GTP hydrolysis	LYP inhibition	NS5 inhibitors	HIV peptide binding	RSV CPE inhibition	others
Cc1ccc(Cn2cccc2C2=NC(C)CO2)cc1 (configuration not stated)	-0.2%	11%	-1%	-2%	7%	-7%	2%	2.4%	2.3%
NS(=O)(=O)c1ccc(NC(=O)c2cc(-c3cc(Cl)ccc3O)n[nH]2)cc1	·	-1%	10%	-1%	9%	-5%	-7%	-2.5%	6.8%

Carrying on:
SMILES	XIAP antagonists	SV40 large T antigen	AID2073	SIAH1 antagonists	Rac1 GTP hydrolysis	LYP inhibition	NS5 inhibitors	HIV peptide binding	RSV CPE inhibition	others
Cc1ccn2c(=O)nc(SCC(=O)N3CCN(c4ccccc4)CC3)nc2c1	·	21%	·	·	5%	·	6%	·	0.5%
Cc1cc(C)cc(Nc2ncc3c(n2)CC(c2ccco2)CC3=O)c1 (configuration not stated)	-6.7%	4%	6%	4%	11%	3%	-6%	4.6%	1.0%
N#CCCn1cc(/C=N/N=C2\NC(=O)C(CC(=O)O)S2)c(-c2ccc(F)cc2)n1 (configuration not stated)	·	3%	?	9%	-45%	1%	-2%	-0.1%	-0.3%
CN(C)c1c(F)cc(C(=O)NC(=O)NCc2cccnc2)cc1F	·	13%	24%	10%	6%	-4%	4%	0.0%	1.3%
Cc1ccc2[nH]c3c(=O)n(CCN4CCNCC4)cnc3c2c1	-11%	14%	6%	-4%	8%	3%	-1%	0.3%	-0.3%
N=C1/C(=C\c2ccc(OC(=O)c3ccco3)cc2)C(=O)N=C2SC(N3CCCCC3)=NN12	·	13%	6%	1%	16%	0%	0%	17%	1.8%
CCOC(=O)N1CCN(S(=O)(=O)c2ccc(C(=O)Nc3ccc4c(c3)C(=O)NC4=O)cc2)CC1	-3.2%	5%	2%	6%	11%	-6%	-3%	-1.6%	0.1%
O=C(NCc1ccccc1)Nc1cccn(Cc2ccccc2)c1=O	-3.5%	0%	4%	-2%	6%	1%	-4%	0.9%	5.0%
S=C(NCc1ccccc1)N/N=C/c1cccs1	·	16%	-13%	-2%	15%	-3%	1%	-2.0%	1.7%
COc1ccc(OC)c(NC(=O)c2oc3c(c2C)C(O)CC(C)(C)C3)c1 (configuration not stated)	·	20%	3%	-6%	9%	-14%	-6%	-0.7%	2.3%
CCOC(=O)C1=C(CSc2nc(-c3ccccc3)ccc2C#N)OC(N)=C(C#N)C1c1ccccc1 (configuration not stated)	-20%	5%	?	-1%	9%	4%	-20%	-0.4%	5.9%
CN(Cc1ccccc1)Cc1c[nH]c2ccccc12	-22%	7%	6%	0%	3%	0%	-4%	1.1%	-0.9%
COC(=O)c1ccc2ccccc2c1OC1OC(CO)C(O)C(O)C1NC(C)=O (configuration not stated)	·	5%	3%	10%	2%	-4%	3%	0.8%	0.3%	NS5 inhibitors pilot replicate=1.2
Nc1nc(SCC(=O)NCC2CCCO2)[nH]c(=O)c1NC(=O)c1ccco1 (configuration not stated)	-0.5%	4%	-1%	-3%	8%	-3%	1%	-0.4%	1.6%
O=C(CN(Cc1ccco1)C(=O)c1ccc(N2CCCC2=O)cc1)Nc1ccccc1C(F)(F)F	·	26%	·	·	4%	·	-12%	·	3.0%
COc1ccc(CCN(C)C2CCCN(S(C)(=O)=O)C2)cc1OC (configuration not stated)	·	25%	16%	14%	8%	-9%	-5%	1.1%	0.6%
O=C(Cn1ncn2c(cc3ccccc32)c1=O)NCCc1cccs1	·	8%	8%	12%	14%	-8%	9%	3.8%	1.0%
O=C(Cc1ccccc1)N/N=C/c1cc(Br)cc(Br)c1O	·	2%	0%	2%	10%	1%	-5%	2.2%	8.1%
CN(CC(=O)Nc1ccc(Cl)c(C(F)(F)F)c1)C(=O)Cc1cccs1	·	5%	2%	-2%	12%	2%	-4%	1.3%	11%
O=C(NCc1ccccc1)/C(=C/c1ccco1)NC(=O)c1ccco1	-5.9%	10%	2%	2%	12%	-4%	-1%	12%	1.9%

Arranged by molecular weight (lowest first): part of the list above.
SMILES	XIAP antagonists	SV40 large T antigen	AID2073	SIAH1 antagonists	Rac1 GTP hydrolysis	LYP inhibition	NS5 inhibitors	HIV peptide binding	RSV CPE inhibition	others
CN(Cc1ccccc1)Cc1c[nH]c2ccccc12	-22%	7%	6%	0%	3%	0%	-4%	1.1%	-0.9%
S=C(NCc1ccccc1)N/N=C/c1cccs1	·	16%	-13%	-2%	15%	-3%	1%	-2.0%	1.7%
Cc1ccc2[nH]c3c(=O)n(CCN4CCNCC4)cnc3c2c1	-11%	14%	6%	-4%	8%	3%	-1%	0.3%	-0.3%
Cc1cc(C)cc(Nc2ncc3c(n2)CC(c2ccco2)CC3=O)c1 (configuration not stated)	-6.7%	4%	6%	4%	11%	3%	-6%	4.6%	1.0%
CN(C)c1c(F)cc(C(=O)NC(=O)NCc2cccnc2)cc1F	·	13%	24%	10%	6%	-4%	4%	0.0%	1.3%
Nc1nc(SCC(=O)NCC2CCCO2)[nH]c(=O)c1NC(=O)c1ccco1 (configuration not stated)	-0.5%	4%	-1%	-3%	8%	-3%	1%	-0.4%	1.6%
Cc1ccn2c(=O)nc(SCC(=O)N3CCN(c4ccccc4)CC3)nc2c1	·	21%	·	·	5%	·	6%	·	0.5%
COC(=O)c1ccc2ccccc2c1OC1OC(CO)C(O)C(O)C1NC(C)=O (configuration not stated)	·	5%	3%	10%	2%	-4%	3%	0.8%	0.3%	NS5 inhibitors pilot replicate=1.2
O=C(Cc1ccccc1)N/N=C/c1cc(Br)cc(Br)c1O	·	2%	0%	2%	10%	1%	-5%	2.2%	8.1%
N#CCCn1cc(/C=N/N=C2\NC(=O)C(CC(=O)O)S2)c(-c2ccc(F)cc2)n1 (configuration not stated)	·	3%	?	9%	-45%	1%	-2%	-0.1%	-0.3%
N=C1/C(=C\c2ccc(OC(=O)c3ccco3)cc2)C(=O)N=C2SC(N3CCCCC3)=NN12	·	13%	6%	1%	16%	0%	0%	17%	1.8%
O=C(CN(Cc1ccco1)C(=O)c1ccc(N2CCCC2=O)cc1)Nc1ccccc1C(F)(F)F	·	26%	·	·	4%	·	-12%	·	3.0%
CCOC(=O)N1CCN(S(=O)(=O)c2ccc(C(=O)Nc3ccc4c(c3)C(=O)NC4=O)cc2)CC1	-3.2%	5%	2%	6%	11%	-6%	-3%	-1.6%	0.1%

(continued)
SMILES	XIAP antagonists	SV40 large T antigen	AID2073	SIAH1 antagonists	Rac1 GTP hydrolysis	LYP inhibition	NS5 inhibitors	HIV peptide binding	RSV CPE inhibition	others
COc1ccccc1NC(=O)OC(C)c1ccc(Cl)cc1 (configuration not stated)	·	4%	7%	-2%	5%	-8%	-1%	-0.8%	2.8%
O=C(CN1C(=O)c2ccccc2C1=O)Oc1ccc(Cl)cc1	·	30%	8%	0%	10%	-1%	1%	-0.3%	2.2%
Cc1ccc(C(=O)c2ccc(C)cc2)cc1	-3.7%	6%	-13%	-7%	-6%	-6%	2%	-0.6%	1.4%
O=C(CSc1nc(NS(=O)(=O)c2ccccc2)cc(=O)[nH]1)Nc1ccccc1C(F)(F)F	·	25%	-2%	2%	11%	-8%	1%	3.2%	1.3%
CCCN1C(=O)COc2ccc(C(=O)c3ccccc3C(=O)O)cc21	-5.4%	12%	0%	3%	6%	-5%	·	0.4%	-0.5%

Compound activity as filed in PubChem.
